High-throughput results from PubChem BioAssay.
USP1-UAF1 inh: Inhibitors of USP1/UAF1: Primary Screen | recombinant USP1/UAF1, Ub-Rhodamine cleavage fluorescence | Potency, µM (series often up to 57.1 µM), for inactives: top-dose activity change, negative = inhibition, usual class: inhibitors | hit rate 0.23% among 390,000; further: potency means the concentration at half of the fitted maximal effect; on the % scale 0 is the no-effect control and ±100 the full control effect; nearly all actives have a fitted effect of over 60% in size; inactives centre near -12
Target sequence (O94782 whole entry, looked up): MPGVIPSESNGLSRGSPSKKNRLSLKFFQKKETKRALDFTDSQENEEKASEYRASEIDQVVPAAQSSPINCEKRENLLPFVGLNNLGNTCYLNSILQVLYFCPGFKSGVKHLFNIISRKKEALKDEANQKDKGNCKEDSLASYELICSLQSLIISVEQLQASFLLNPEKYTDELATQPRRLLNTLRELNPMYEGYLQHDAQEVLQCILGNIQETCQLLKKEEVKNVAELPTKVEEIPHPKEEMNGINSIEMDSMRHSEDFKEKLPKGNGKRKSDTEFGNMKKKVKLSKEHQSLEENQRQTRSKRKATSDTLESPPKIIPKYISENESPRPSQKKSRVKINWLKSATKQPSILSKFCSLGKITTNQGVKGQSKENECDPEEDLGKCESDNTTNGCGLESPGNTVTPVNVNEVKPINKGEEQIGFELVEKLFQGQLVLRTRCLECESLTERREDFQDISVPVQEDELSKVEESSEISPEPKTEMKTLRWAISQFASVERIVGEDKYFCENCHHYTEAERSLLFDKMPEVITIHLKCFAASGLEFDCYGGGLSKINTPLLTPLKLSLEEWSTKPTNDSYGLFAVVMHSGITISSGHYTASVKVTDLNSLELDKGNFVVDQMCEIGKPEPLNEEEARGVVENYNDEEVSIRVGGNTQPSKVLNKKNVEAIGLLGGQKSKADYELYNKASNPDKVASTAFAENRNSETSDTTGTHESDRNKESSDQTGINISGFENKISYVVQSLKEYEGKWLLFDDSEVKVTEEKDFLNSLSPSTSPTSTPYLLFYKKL
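Step one: compound is pinned into 1nM USP1/UAF1 in HEPES pH 7.8 buffer with TCEP. Step two: 15 min room-temperature incubation. Step three: Ub-Rho (150nM final) starts cleavage, tracked by fluorescence over six one-minute reads.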
TRHR agonist: qHTS for Small Molecule Agonists and Allosteric Enhancers of Human TRH Receptor: Primary Screen for Agonists | Thyrotropin-releasing hormone receptor (Homo sapiens), P34981 | TRHR cells, calcium flux fluo-8, FDSS agonist mode | activation, % at 2 µM | hit rate 0.18% among 360,000 | AID 493084, 2011; in the data active means activation above about 30%; further: 0% is about no effect
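Fluo-8-loaded TRHR cells; 10 s baseline, compound added, kinetic Ca2+ fluorescence read 1/s, agonist mode.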
D2 agonist: HTS Assay for Allosteric Agonists of the Human D2 Dopamine Receptor: Primary Screen for Agonists | HEK293 T-REx D2 cells, calcium flux agonist mode | activation, % at 2 µM | hit rate 0.53% among 340,000;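 active means activation over 3 SD above normal in the single-dose calcium agonist read, cut at about 30% in these data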; further: 0% is about no effect
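HEK293 Trex D2 cells, tetracycline-induced, o/n 30 C 5% CO2; no-wash Ca dye, RT 30–90 min; 10-cycle baseline, 23 nl cpd added, kinetic Ca read 180 s; agonist hits = positive Ca response.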
rTrxR1 inhibitor: qHTS Assay for Inhibitors of Mammalian Selenoprotein Thioredoxin Reductase 1 (TrxR1): qHTS | Thioredoxin reductase 1, cytoplasmic (Rattus norvegicus), O89049 | recombinant rTrxR1, NADPH fluorescence consumption, selenite substrate | Potency, µM (doses to about 114 µM), inactives show at the top dose activity change, negative = inhibition, actives largely listed as inhibitors | hit rate 1% among 390,000 | AID 588453, 2011; further: potency means the concentration at half of the fitted maximal effect; on the % scale 0 is the no-effect control and ±100 the full control effect; nearly all actives have a fitted effect of over 65% in size
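Rat TrxR1 (90 nM in the dispensed reagent) was pre-reduced with 400 uM NADPH for 5 min at room temperature, then incubated with compound for 15 min. After 400 uM selenite was added, NADPH fluorescence (Ex 340/Em 450 nm) was followed for 8 min.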
D2 antagonist: HTS Assay for Allosteric Antagonists of the Human D2 Dopamine Receptor: Primary Screen for Antagonists | AID 485344, 2010 | D(2) dopamine receptor (Homo sapiens), P14416 | HEK293 TREx D2 cells, calcium flux, dopamine EC80 | inhibition, % at 10 µM | hit rate 2% among 340,000; in the data active means inhibition above about 30%; further: 0% is about no effect
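Calcium mobilization kinetics were recorded at 1 s intervals in tetracycline-induced HEK293 T-REx D2 cells, first for 180 s after compound addition and then 180 s after EC80 dopamine.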
PI4K2A block: qHTS for small molecular inhibitors of PI4K2A. Phosphatidylinositol 4-kinase type 2-alpha (Homo sapiens), Q9BTU6. purified PI4K2A, ADP-Glo luminescence, 1 h; active compounds read low. activity change, negative = inhibition, % at 76.9 µM. hit rate 0.13% among 420,000. AID 1346378, 2018; in the data active means activity change below about -50%; inconclusive means mostly about -30% to -49%;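 further: -100% = wells without enzyme as full effect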
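ADP-Glo luminescence measured ADP generated by PI4K2A enzyme (4 ug/mL before mixing) with 1.2 mM PI substrate (pre-mix) and 300 microM ATP (pre-mix). Tris pH7.5 buffer with MgCl2, Triton X-100; 1 h reaction at ambient temperature.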
TrxR1 substrate: qHTS Assay for Substrates of Mammalian Selenoprotein Thioredoxin Reductase 1 (TrxR1): qHTS; purified TrxR1 substrate turnover, NADPH consumption readout; hit rate 0.01% among 390,000; Thioredoxin reductase 1, cytoplasmic (Rattus norvegicus), O89049; AID 588456, 2011; Potency, µM (doses to about 114 µM), for inactives: at the top dose activity change, negative = substrate turnover; further: potency means the concentration at half of the fitted maximal effect; on the % scale 0 is the no-effect control and ±100 the full control effect; nearly all actives have a fitted effect of over 50% in size
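Rat TrxR1, dispensed at 90 nM, was prereduced with 400 uM NADPH (final) for 5 min at ~22 deg C, then incubated with compound 15 min before 400 uM selenite. A first-read NADPH fluorescence drop versus no-compound background flagged substrates.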
TRHR PAM: qHTS for Small Molecule Agonists and Allosteric Enhancers of Human TRH Receptor: Primary Screen for Enhancers. TRHR cells, fluo-8 calcium fluorescence, EC20 TRH enhancement. enhancement, % at 2 µM. hit rate 0.66% among 360,000. AID 493056, 2011; in the data active means enhancement above about 30%; further: 0% is about no effect
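TRHR-expressing cells loaded with fluo-8 calcium dye were read kinetically (ex 480/em 530) during compound addition, then stimulated with an EC20 of TRH (10 nM final). Enhancement of the Gq-mediated intracellular calcium response was scored.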
mIDH1 inhibitor: qHTS for Inhibitors of mutant isocitrate dehydrogenase 1 (IDH1): qHTS; Isocitrate dehydrogenase [NADP] cytoplasmic (Homo sapiens), O75874; IDH1-R132H enzyme, NADPH consumption, diaphorase/resazurin fluorescence; Potency, µM (series often up to 76.6 µM), for inactives: top-dose activity change, negative = inhibition, actives largely listed as inhibitors; AID 602179, 2012; hit rate 0.093% among 390,000; further: potency means the concentration at half of the fitted maximal effect; on the % scale 0 is the no-effect control and ±100 the full control effect; nearly all actives have a fitted effect of over 65% in size
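IDH1-R132H (0.5 ug/mL dispensed) in pH 7.5 Tris buffer was preincubated 30 min with compound, then given a substrate mix of 0.016 mM NADPH and 2 mM alpha-KG for 80 min at room temperature; remaining NADPH was read by diaphorase/resazurin fluorescence.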
The depositor's hits bear a star; ? = inconclusive; nt = not tested or not shown; & = joins results of further samples; [ ] = remark or other dose. Unless noted, the call rests on the fitted dose curve; in most records, active means well fitted inhibition curve with a large enough effect; inconclusive means small, poorly fitted or top-dose-only effect; inactive means no such curve, though single readings can be large or run the other way.

Results follow in this order: USP1-UAF1 inh, TRHR agonist, D2 agonist, rTrxR1 inhibitor, D2 antagonist, PI4K2A block, TrxR1 substrate, TRHR PAM, mIDH1 inhibitor
(1) CN(C)C(=S)Nc1ccc(N2CCOCC2)cc1
 : -21.2%, -0.9, 0.1, 9.9%, 3.8, 8.2, 0.2%, 8.7, -2.4%
(2) Cc1ccc(S(=O)(=O)N2CCCC2C(=O)Nn2cnnc2)cc1 (stereo unspecified)
 : -26.0%, 1.6, 4.7, 10.4%, 20.3, 0.6, 9.8%, 6.5, -2.6%
(3) O=c1cc(C(F)F)oc2c1ccc1ccccc12
 : -3.9%, -1.4, 0.8, 30.0%, 13.5, 1.1, 34.5%[activator], 9.8, 2.7%
(4) CN(C)S(=O)(=O)c1cccc(NC(=O)COC(=O)CNC(=O)c2ccccc2F)c1
 : -19.9%, 0.2, -1.1, 19.5%, 5.6, 2.6, 1.9%, 3.6, -9.2%
(5) Fc1ccccc1NC(=S)N1CCC(c2ccccc2)C1 (stereo unspecified)
 : -18.7%, 0.1, 0.4, 36.9%[0.0914 µM], -8.3, -4.6, 25.0%[0.0914 µM], 3.7, 0.0%
(6) Cc1ccc(-n2c(-c3ccco3)nc3c(cnn3-c3ccc(C)cc3)c2=O)cc1
 : ?, 0.7&0.4, 0.1&-0.3, 31.6%&-5.4%, -24.3, -12.6&6.8, 14.3%&2.7%, -0.7&-9.9, 8.7%&2.9%
(7) O=C(CSc1nnc(-c2ccncc2)n1-c1ccccc1)N1CCN(c2ccc(Cl)cc2)CC1
 : -10.3%, -1.7, -0.5, -5.6%, 14.8, 0.5, -2.3%, 7.2, -0.6%
(8) O=S(=O)(CC(CN1CCCC1)N1CCCC1)c1ccc2ccccc2c1 (stereo unspecified)
 : -15.6%, -0.1, 0.6, 8.91µM*, -3.4, 2.0, 7.0%, 2.3, 7.6%
(9) COc1ccc(CN2CCCC(C(=O)Nc3cccc(-n4cnnn4)c3)C2)c(C)c1C (stereo unspecified)
 : -16.7%, 1.5, 0.4, 5.7%, -3.5, -0.4, -5.4%, -0.5, -0.7%
(10) CC(Sc1nnc(-c2ccccc2F)n1C1CC1)C(=O)NCc1ccco1 (stereo unspecified)
 : -20.4%, -0.8, -0.4, 4.9%, -8.6, -1.1, 5.1%, 7.0, -8.7%
(11) CCOC(=O)c1ccc(N2C(=O)C(O)=C(C(C)=O)C2c2ccc([N+](=O)[O-])cc2)cc1 (stereo unspecified)
 : -20.1%, 0.6, -0.2, -3.7%, 5.0, -1.4, -13.4%, -3.6, -0.9%
(12) Cc1cccnc1NC(=O)CSc1ccc2c(c1)OCCO2
 : -10.4%, -0.1, 1.8, 35.1%, 32.1*, 3.9, 3.9%, -1.4, 2.4%
(13) NC(=O)[C@@H]1[C@@H]2C(=O)N(c3ccc(F)cc3)C(=O)[C@@H]2[C@H]2C=Cc3ccccc3N21
 : 6.1%, 2.8, 0.9, -50.3%, -15.2, 0.8, 6.9%[57.1 µM], 13.5, -7.6%
(14) Cc1ccc(CN2c3ccccc3-c3nc(SCC(=O)NCCc4ccccc4)ncc3S2(=O)=O)cc1
 : -2.2%, 0.4, 0.3, 0.3%[57.1 µM], nt, 0.8, -3.0%[57.1 µM], 3.0, -11.9%
(15) S=c1[nH]ncc2ccccc12
 : -2.2%, 0.3, 0.0, -11.4%, -2.8, 0.8, -13.1%, 9.1, 4.8%
(16) Cc1ccc(C(=O)Nc2nnc(Cc3ccccc3)s2)cc1
 : -10.2%, 0.3, -0.9, 13.9%, 8.3, -2.7, 3.0%, -2.6, -4.7%
(17) CCCCNC(=O)CSc1nc2cc3c(cc2c(=O)n1CCCC(=O)NCc1ccc(OC)cc1)OCO3
 : -3.8%, -0.4, nt, 14.8%[57.1 µM], nt, 6.9, 0.0%[57.1 µM], 5.1, 11.6%
(18) Cc1ccc(-c2nnc3c(C(F)(F)F)nc4ccccc4n23)cc1
 : -4.9%, -0.2, 0.6, -11.1%, -17.9, 4.4, 114.6%[activator], -3.7, -0.9%
(19) O=C(c1ccc(Cl)c(Cl)c1)N(Cc1ccco1)c1ccc(O)cc1
 : -18.3%, 0.4, -0.1, 5.8%, -13.1, 3.1, -4.0%, 7.3, 5.4%
(20) C=CCNC(=S)N1CCC(C(=O)c2ccc(C)cc2)CC1
 : -28.5%, 0.0, nt, -5.8%, nt, -2.9, -4.3%, 0.5, 0.0%

Shown with each value named: part of the list above
20) C=CCNC(=S)N1CCC(C(=O)c2ccc(C)cc2)CC1
- USP1-UAF1 inh = -28.5%
- TRHR agonist = 0.0
- D2 agonist = nt
- rTrxR1 inhibitor = -5.8%
- D2 antagonist = nt
- PI4K2A block = -2.9
- TrxR1 substrate = -4.3%
- TRHR PAM = 0.5
- mIDH1 inhibitor = 0.0%

11) CCOC(=O)c1ccc(N2C(=O)C(O)=C(C(C)=O)C2c2ccc([N+](=O)[O-])cc2)cc1 (stereo unspecified)
- USP1-UAF1 inh = -20.1%
- TRHR agonist = 0.6
- D2 agonist = -0.2
- rTrxR1 inhibitor = -3.7%
- D2 antagonist = 5.0
- PI4K2A block = -1.4
- TrxR1 substrate = -13.4%
- TRHR PAM = -3.6
- mIDH1 inhibitor = -0.9%

9) COc1ccc(CN2CCCC(C(=O)Nc3cccc(-n4cnnn4)c3)C2)c(C)c1C (stereo unspecified)
- USP1-UAF1 inh = -16.7%
- TRHR agonist = 1.5
- D2 agonist = 0.4
- rTrxR1 inhibitor = 5.7%
- D2 antagonist = -3.5
- PI4K2A block = -0.4
- TrxR1 substrate = -5.4%
- TRHR PAM = -0.5
- mIDH1 inhibitor = -0.7%

Other results.
Results follow in this order: USP1-UAF1 inh, TRHR agonist, D2 agonist, rTrxR1 inhibitor, D2 antagonist, PI4K2A block, TrxR1 substrate, TRHR PAM, mIDH1 inhibitor
(21) O=S(=O)(c1ccc(-c2ccno2)s1)N1CCCCC1
 : -8.1%, 0.4, -0.4, 7.6%, -3.4, -0.2, -4.7%, 5.3, -1.9%
(22) Cc1cc(C(F)F)n2nc(C(=O)Nc3ccc(F)cc3F)nc2n1
 : 5.7%, 0.2, 0.5, -3.4%, 4.0, -2.9, -4.4%, 2.6, 2.3%
(23) CS(=O)(=O)N1CCC(C(=O)Nc2ccccc2F)CC1
 : -8.1%, 1.1, 0.1, 18.9%, -0.9, 8.9, 5.7%, 2.1, -2.2%
(24) CC(CCc1ccco1)NC(=O)CCc1nnc2ccc(NCc3ccc(Cl)cc3)nn12 (stereo unspecified)
 : -10.7%, -0.2, 0.1, 32.7%, 7.9, 1.6, 9.9%, -3.4, -10.8%
(25) O=C(NCC1CC1)C1CCCN(S(=O)(=O)c2ccc(-n3cnnn3)cc2)C1 (stereo unspecified)
 : -9.0%, 0.8, -0.8, 1.3%, -10.8, -2.5, -6.7%, 11.9, -2.9%
(26) C=CCn1c(C)cc(C(=O)COC(=O)/C=C/c2cccc(OC)c2)c1C
 : -16.8%, 0.9, -2.0, 15.1%, 42.0*, -1.2, 1.7%, 5.5, -8.1%
(27) CCN(CC)C(=O)CC(c1ccc(N(C)C)cc1)c1c(O)cc(OC)cc1OC (stereo unspecified)
 : -13.4%, -0.2, -0.5, -2.7%&22.0%, 0.0, -5.7, -3.9%&4.2%, 18.7, -8.0%
(28) O=C(O)C1CCN(C(=O)COc2ccc3c4c(c(=O)oc3c2)CCCC4)CC1
 : 16.8%, 0.1, 0.5, -28.3%, -1.7, 7.4, 149.5%[activator], 2.7, -5.9%
(29) CCC(C)NC(=O)CSC1=Nc2ccccc2C2=NC(CC(=O)NCc3ccc(F)cc3)C(=O)N12 (stereo unspecified)
 : 0.6%, 0.2, 0.3, -7.1%, -6.7, 5.2, 34.9%[activator], -4.6, 0.2%
(30) Cc1cccc(C2Nc3ccccc3C(=O)N2c2ccc(F)cc2)n1 (stereo unspecified)
 : -7.3%, -0.4, 0.6, 39.5%[activator], -7.8, -9.9, 154.9%[activator], 0.4, 5.6%
(31) COc1ccc(S(=O)(=O)NCCc2csc(-c3ccc(F)cc3)n2)cc1
 : -31.4%, -0.7, 0.9, -6.0%[57.1 µM], nt, -3.4, -4.4%[57.1 µM], 4.7, 8.4%
(32) CC(=O)Nc1sc(C)c(C)c1C(=O)OCC(=O)NCc1ccccc1
 : -19.9%, 0.4, -0.4, 16.3%, 7.7, 2.8, 14.5%, -0.7, -10.4%
(33) CC(C)(C)NC(=O)C(c1ccc(F)cc1)N(CCc1ccccc1)C(=O)c1ccn[nH]1 (stereo unspecified)
 : ?, 0.4, 0.1, 11.7%[57.1 µM], 14.3, 0.3, -4.2%, -5.1, 4.0%
(34) COc1cc2nc(=S)n3[nH]c(CCn4nc(C)cc4C)nc3c2cc1OC
 : -5.6%, 0.2, 1.0, ?, 19.3, -24.7, -4.9%, 3.0, 7.3%
(35) CCN(CC)c1ccc(N2C(=O)/C(=C\c3cccs3)SC2=S)cc1
 : -15.8%, 0.4, 0.3, 17.2%[57.1 µM], -4.3, 3.6, -7.8%, 1.0, 14.6%
(36) CC[N+](C)(CC)CCOC(=O)C1c2ccccc2Oc2ccccc21
 : -20.7%, -0.6, 0.2, -1.1%, 20.1, -7.8&1.3, -4.6%, -3.2, -2.6%
(37) COCCN(CCOC)C(=O)N1CCOCC1
 : 0.6%, 0.2, 0.2, -1.2%[57.1 µM], -9.5, 1.9, -4.2%, -4.4, 2.5%
